# Compound activity as filed in PubChem BioAssay.
# TrxR1 substrate: substrates of rat thioredoxin reductase 1; purified TrxR1 substrate turnover, NADPH consumption readout; Potency, µM (doses to about 114 µM), without a hit: at the top dose activity change, negative = substrate turnover; actives 0.01% (n = 390,000); AID 588456; further: potency means the concentration at half of the fitted maximal effect; on the % scale 0 is the no-effect control and ±100 the full control effect; nearly all actives have a fitted effect of over 50% in size
# Target sequence (O89049 whole entry, looked up): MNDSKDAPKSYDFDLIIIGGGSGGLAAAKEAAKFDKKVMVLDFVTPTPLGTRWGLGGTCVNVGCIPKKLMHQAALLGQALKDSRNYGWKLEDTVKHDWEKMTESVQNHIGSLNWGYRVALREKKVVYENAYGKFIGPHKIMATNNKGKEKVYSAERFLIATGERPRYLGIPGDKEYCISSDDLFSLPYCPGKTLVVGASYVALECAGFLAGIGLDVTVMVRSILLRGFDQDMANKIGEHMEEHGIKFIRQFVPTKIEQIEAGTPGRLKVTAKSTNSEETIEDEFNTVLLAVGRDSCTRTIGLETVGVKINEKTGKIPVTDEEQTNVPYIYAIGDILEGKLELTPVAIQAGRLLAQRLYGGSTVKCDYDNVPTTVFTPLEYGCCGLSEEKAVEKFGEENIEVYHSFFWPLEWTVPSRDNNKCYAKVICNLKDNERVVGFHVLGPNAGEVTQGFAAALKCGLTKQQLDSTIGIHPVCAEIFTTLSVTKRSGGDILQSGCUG
#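 Rat TrxR1, dispensed at 90 nM, was prereduced with 400 uM NADPH (final) for 5 min at ~22 deg C, then incubated with compound 15 min before 400 uM selenite. A first-read NADPH fluorescence drop versus no-compound background flagged substrates.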
# HP1b chromo inh: inhibitors of HP1-beta chromodomain binding to methylated histone tails. P83916. AlphaScreen HP1-beta / biotin-H3K9me3 peptide binding. Potency, µM (doses to about 114 µM), inactives show top-dose activity change, negative = inhibition, most hits filed as inhibitors. actives 0.56% (n = 390,000). AID 540317; further: potency means the concentration at half of the fitted maximal effect; nearly all actives have a fitted effect of over 70% in size; inactives centre near 23
# Target sequence (P83916 whole entry, looked up): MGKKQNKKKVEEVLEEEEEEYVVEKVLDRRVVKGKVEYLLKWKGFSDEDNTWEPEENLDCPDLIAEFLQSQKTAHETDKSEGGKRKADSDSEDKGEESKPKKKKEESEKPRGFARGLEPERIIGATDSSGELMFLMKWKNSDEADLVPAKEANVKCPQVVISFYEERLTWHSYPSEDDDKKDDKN
#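 Compound inhibition of the preformed complex between 50 nM HP1-beta and 50 nM biotinylated H3K9me3 peptide was read by AlphaScreen. Buffer was PBS pH 7.4 with 0.01% Tween-20. Incubations ran 30 min at room temperature, with 10 ug/mL donor/acceptor beads.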
# Pin1 inhibitor: human Pin1 inhibition. Q13526. Pin1 FP peptide displacement, HiFluor488, 10 min. Potency, µM (series often up to 115 µM), inactives show top-dose activity, negative = inhibition, usual class: inhibitors. actives 0.009% (n = 390,000). AID 504891; active means well fitted inhibition curve with a large enough effect in the polarisation, with a control signal flat, not every such curve was filed as active; inconclusive means small, poorly fitted or top-dose-only effect, or effect the other way, or a change in a side signal; inactive means no such curve, though single readings can be large or run the other way; the % refers to the polarisation; further: potency means the concentration at half of the fitted maximal effect; on the % scale 0 is the no-effect control and ±100 the full control effect
# Tb PGK inh: T. brucei PGK inhibition | PGK/GAPDH coupled, Kinase-Glo luminescence, 60 min | Potency, µM (highest dose often 57.5 µM), without a hit: at the top dose activity change, negative = inhibition, hits mostly inhibitors | actives 0.043% (n = 380,000) | AID 602233; further: potency means the concentration at half of the fitted maximal effect; on the % scale 0 is the no-effect control and ±100 the full control effect; nearly all actives have a fitted effect of over 60% in size
# Target sequence (P07378 whole entry, looked up): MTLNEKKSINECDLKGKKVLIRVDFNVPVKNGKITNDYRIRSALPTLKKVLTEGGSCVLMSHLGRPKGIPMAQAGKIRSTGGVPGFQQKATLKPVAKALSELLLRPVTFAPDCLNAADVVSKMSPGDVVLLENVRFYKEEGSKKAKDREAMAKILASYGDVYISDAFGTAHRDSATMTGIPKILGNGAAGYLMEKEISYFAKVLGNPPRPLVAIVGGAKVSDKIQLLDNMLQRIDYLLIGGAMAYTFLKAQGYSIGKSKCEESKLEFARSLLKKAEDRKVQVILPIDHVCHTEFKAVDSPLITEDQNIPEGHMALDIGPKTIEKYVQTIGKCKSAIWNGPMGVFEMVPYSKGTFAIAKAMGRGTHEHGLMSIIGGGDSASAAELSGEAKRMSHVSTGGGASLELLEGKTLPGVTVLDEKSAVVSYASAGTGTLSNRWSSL
#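 Luminescent ATP detection (Kinase-Glo Plus) follows a 60-minute room-temperature incubation, with wells lacking PGK as controls. Buffer: 100 mM TEA (pH 7.6), 5 mM MgCl2, 0.01% Tween-20. Coupling enzyme GAPDH (100 nM final) supplies unstable 1,3-BPG in-well.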
# USP1-UAF1 inh: inhibitors of human USP1/UAF1 deubiquitinase. O94782. recombinant USP1/UAF1, Ub-Rhodamine cleavage fluorescence. Potency, µM (series often up to 57.1 µM), inactives show at the highest dose activity change, negative = inhibition, usual class: inhibitors. actives 0.23% (n = 390,000); further: potency means the concentration at half of the fitted maximal effect; on the % scale 0 is the no-effect control and ±100 the full control effect; nearly all actives have a fitted effect of over 60% in size; inactives centre near -12
#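 USP1/UAF1 complex at 1 nM was preincubated with compound for 15 min at room temperature, then Ub-Rho substrate (150nM final) was added. Fluorescence (480/540 nm) was read kinetically, 6 reads every 60 seconds.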
# PI4K2A block: PI4K2A (human) kinase inhibition; Q9BTU6; purified PI4K2A, ADP-Glo luminescence, 1 h; hits give low values; activity change, negative = inhibition, % at 76.9 µM; actives 0.13% (n = 420,000); AID 1346378; in the data active means activity change below about -50%; inconclusive means mostly about -30% to -49%;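 further: -100% = wells without enzyme as full effect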
#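 PI4K2A activity was measured by ADP-Glo luminescence: enzyme (4 ug/mL stock) and phosphatidylinositol (1.2 mM stock) in Tris pH 7.5/MgCl2/EGTA/Triton X-100 buffer were reacted with ATP (300 microM stock) for one hour at ambient temperature.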
# GLS inhibitor: blocks human kidney-isoform glutaminase activity | O94925 | GLS enzymatic activity, qHTS titration | Potency, µM (top dose mostly 45.5 µM), inactives show at the top dose activity change, negative = inhibition, hits mostly inhibitors | actives 0.21% (n = 410,000) | AID 624170; further: potency means the concentration at half of the fitted maximal effect; on the % scale 0 is the no-effect control and ±100 the full control effect
#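 Glutamate formation by hKGA was monitored fluorometrically using coupled glutamate oxidase, HRP and Amplex Red. Substrate was added as 1 mM L-glutamine solution; incubation was 30 min at RT after an initial read.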
# rTrxR1 inhibitor: rat TrxR1 inhibition; O89049; recombinant rTrxR1, NADPH fluorescence consumption, selenite substrate; Potency, µM (doses to about 114 µM), without a hit: at the highest dose activity change, negative = inhibition, most hits filed as inhibitors; actives 1% (n = 390,000); AID 588453; further: potency means the concentration at half of the fitted maximal effect; on the % scale 0 is the no-effect control and ±100 the full control effect; nearly all actives have a fitted effect of over 65% in size
#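 Rat TrxR1 (90 nM in the dispensed reagent) was pre-reduced with 400 uM NADPH for 5 min at room temperature, then incubated with compound for 15 min. After 400 uM selenite was added, NADPH fluorescence (Ex 340/Em 450 nm) was followed for 8 min.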
# IDH1 R132H inh: human IDH1 R132H inhibition; O75874; IDH1-R132H enzyme, NADPH consumption, diaphorase/resazurin fluorescence; Potency, µM (series often up to 76.6 µM), for the others: at the top dose activity change, negative = inhibition, hits mostly inhibitors; actives 0.093% (n = 390,000); AID 602179; further: potency means the concentration at half of the fitted maximal effect; on the % scale 0 is the no-effect control and ±100 the full control effect; nearly all actives have a fitted effect of over 65% in size
#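 IDH1-R132H (0.5 ug/mL dispensed) in pH 7.5 Tris buffer was preincubated 30 min with compound, then given a substrate mix of 0.016 mM NADPH and 2 mM alpha-KG for 80 min at room temperature; remaining NADPH was read by diaphorase/resazurin fluorescence.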
# Starred values were filed as active, the others as inactive; i = inactive; ? = inconclusive; . = not tested or not shown; [ ] = another dose, or the depositor's remark. Unless noted, the call rests on the fitted dose curve; in most records, active means well fitted curve in the direction sought with a large enough effect; inconclusive means small, poorly fitted or top-dose-only effect, or another doubt; inactive means no such curve, though single readings can be large; an effect the other way counts as inactive or inconclusive. This is a subset, so the mix of outcomes need not match the whole.
SMILES,TrxR1 substrate,HP1b chromo inh,Pin1 inhibitor,Tb PGK inh,USP1-UAF1 inh,PI4K2A block,GLS inhibitor,rTrxR1 inhibitor,IDH1 R132H inh
CN1/C(=C/C=C/c2n(C)c3cc([N+](=O)[O-])c([N+](=O)[O-])cc3[n+]2C)C(C)(C)c2ccccc21,.,.,.,?,?,-74.5*,-2.4%,.,21.0%
COc1ccc(S(=O)(=O)N(CC(=O)NCc2ccc(C)cc2)c2ccc(Cl)cc2)cc1,0.8%,41.9%[activator],-0.1%,-7.5%,-20.8%,-0.9,1.3%,-0.9%,14.2%
CCOC(=O)c1ccc(N=c2sc(C(=O)OC)cc(=O)n2C2CC2)cc1,-2.4%[57.1 µM],53.7%[activator],-12.6%,i,-4.7%,0.5,-11.7%,3.8%[57.1 µM],2.6%
Cc1nc2ccc(S(=O)(=O)NCC(=O)NC(C)c3ccccc3)cc2s1 (centres undefined),-0.5%,38.3%,1.0%,i,-13.8%,-5.1,-1.2%,28.6%,-1.5%
CC1CCCC(C)N1CC(O)Cn1c2ccccc2c2ccccc21 (centres undefined),2.2%,38.6%,-7.4%,i,-23.8%,1.4,-10.5%,24.1%,-2.9%
CCc1ccccc1-n1ncc(C(=O)Nc2ccc(OC)cc2)c1C,-14.0%,27.6%,0.0%,8.3%,-16.3%,2.1,2.1%,-19.6%,-3.0%
O=C(NNC(=O)c1ccncc1)Nc1ccccc1,-3.4%,28.3%,3.9%,i,-8.1%,-0.8,4.7%,2.1%,1.6%
O=C(COC(=O)Cc1ccccc1F)NNC(=O)c1ccc([N+](=O)[O-])cc1,-1.2%,-0.3%,-5.8%,-9.0%,-5.8%,2.7,19.3%,14.1%,7.6%
CC(C)(C)OC(=O)N1CCC(c2c(C(=O)N3CCCCC3)cnn2-c2ccc(F)cc2F)CC1,1.0%,32.0%,-0.2%,-9.1%,-2.5%,-4.5,-8.4%,13.2%,6.0%
C/C(=N\O)c1noc(C)c1C(=O)Nc1nccs1,11.4%,30.4%,-10.4%,-2.4%,-18.2%,-1.5,0.2%,29.2%,0.0%
CC(C)CCNC(=O)c1c[nH]c2ccc(S(=O)(=O)N3CCOCC3)cc2c1=O,3.0%,18.1%,-6.4%,-3.8%,-23.2%,5.2,-1.6%,6.5%,7.6%
CCOC(=O)N1CCC(N2Cc3cccc(C(=O)Nc4c(C)cccc4CC)c3C2=O)CC1,1.7%,36.1%,10.2%,-1.1%,?,3.8,-4.8%,15.1%,0.2%
CC1Cc2ccccc2N1C(=O)CSc1nc2c(c(=O)n(C)c(=O)n2C)n1Cc1ccccc1 (centres undefined),1.2%,5.7%,-3.0%,.,-6.2%,2.4,0.0%,15.6%,-1.1%
CCCc1cc(=O)oc2cc(C)cc(OCC(=O)N3CCC(C(N)=O)CC3)c12,104.0%[activator],33.6%,-2.2%,8.7%,-16.9%,1.2,-7.3%,0.7%,-11.2%
O=C1NC(=Nc2ccccc2)S/C1=C/c1cccs1,-7.1%,6.4%,23.8%,-20.3%,-15.0%,0.8,2.6%,7.9%,-4.5%
COC(=O)COc1ccc(-c2nccc(-c3ccc(Br)cc3)n2)cc1,-4.6%,9.5%,-7.4%,-7.9%,-15.7%,-1.1,?,16.7%,20.3%
Cc1ccc(-c2onc(C)c2C)cc1S(=O)(=O)N1CCOc2ccccc21,4.4%[57.1 µM],84.4%[activator],26.9%,i,-13.8%,-5.5,-2.6%,25.3%[57.1 µM],-5.3%
COc1cc([N+](=O)[O-])ccc1NC(=O)CC1SC(=Nc2ccc(F)cc2)N(CCC2=CCCCC2)C1=O (centres undefined),-10.4%,?,26.9%,-1.1%,0.4%,-2.4,0.5%,-6.5%,-1.3%
O=S(=O)(/C=C/c1ccccc1)N1CCOCC1,0.9%,33.7%[activator],1.8%,-8.3%,-20.0%,7.7,-13.4%,21.4%,5.4%
CC(C)(C)c1ccc(C(=O)N2CCN(C(=O)c3cccs3)CC2)cc1,6.4%,5.1%,-13.8%,-1.6%,-15.5%,1.2,0.9%,18.3%,2.9%
O=C(c1ccc(Cl)c(Cl)c1)N1CCN(Cc2ccc3c(c2)OCO3)CC1,3.3%,20.4%,0.3%,0.1%,-11.0%,2.1,6.0%,?,4.6%
C[C@H](CO)N1C[C@H](C)[C@@H](CN(C)C(=O)Nc2ccccc2)Oc2ccc(NS(=O)(=O)c3ccccc3)cc2C1=O,-5.2%,52.1%[activator],-8.4%,i,-19.6%,6.0,3.4%,-11.3%,9.5%
COCCOCC(=O)Nc1ccc(S(=O)(=O)Nc2cc(C)nc(C)n2)cc1,11.9%,68.5%[activator],-4.4%,-9.0%,-12.3%,0.4,-5.5%,16.4%,14.7%
Cc1nn(CC(=O)N/N=C/c2ccc3c(c2)OCO3)c(C)c1Br,-0.7%,24.5%,0.4%,-2.7%,-3.4%,1.0,-5.5%,5.7%,4.3%
CN(C)c1ccc(/C=N/NC(=O)c2ccn(C)n2)cc1,-12.4%,33.9%,0.4%,-14.1%,-5.6%,-8.2,-11.1%,4.4%[57.1 µM],1.9%

# Shown with the structure last: entries from further up.
TrxR1 substrate	HP1b chromo inh	Pin1 inhibitor	Tb PGK inh	USP1-UAF1 inh	PI4K2A block	GLS inhibitor	rTrxR1 inhibitor	IDH1 R132H inh	SMILES
-10.4%	?	26.9%	-1.1%	0.4%	-2.4	0.5%	-6.5%	-1.3%	COc1cc([N+](=O)[O-])ccc1NC(=O)CC1SC(=Nc2ccc(F)cc2)N(CCC2=CCCCC2)C1=O (centres undefined)
1.2%	5.7%	-3.0%	.	-6.2%	2.4	0.0%	15.6%	-1.1%	CC1Cc2ccccc2N1C(=O)CSc1nc2c(c(=O)n(C)c(=O)n2C)n1Cc1ccccc1 (centres undefined)

# Following part:
SMILES,TrxR1 substrate,HP1b chromo inh,Pin1 inhibitor,Tb PGK inh,USP1-UAF1 inh,PI4K2A block,GLS inhibitor,rTrxR1 inhibitor,IDH1 R132H inh
COc1cc2[nH]c(=O)n(CCCC(=O)NCc3ccc(Cl)cc3)c(=O)c2cc1OC,2.4%,10.9%,0.4%,i,-14.1%,0.9,-4.9%,16.5%,19.8%
CC(C)(C)c1ccc(OCCC(=O)OCC(=O)N2c3ccccc3NC(=O)C2(C)C)cc1,-1.5%,18.2%,-0.2%,15.8%,-6.9%,-2.2,0.9%,9.8%,2.6%
Cc1ccc(C)c2[nH]c(=O)c(C(c3nnnn3C3CCCC3)N3CCOCC3)cc12 (centres undefined),8.2%,6.0%,-1.0%,-9.2%,-7.9%,-0.5,1.0%,2.2%,16.9%
CCOC(=O)c1c(C)[nH]c(C)c1S(=O)(=O)N1CCC(C(=O)NCc2cccc(C)c2)CC1,-2.3%[57.1 µM],1.2%,3.1%,3.8%,1.8%,-3.0,4.5%,4.3%[57.1 µM],-7.3%
Cc1cc(NC(=O)CSCC(=O)OCC(=O)c2cccc(Br)c2)no1,4.7%,7.9%,4.4%,i,-8.4%,-5.2,-0.7%,5.7%,-7.0%
CCSc1nc(C)nc2sc(C)c(C)c12,4.1%,63.7%[activator],0.4%,4.0%,-30.1%,-0.3,?,20.9%,-6.5%
CN1C(=O)NC(c2ccccc2)(C(F)(F)F)S/C1=C(/C#N)c1nnc(N2CCOCC2)n1-c1ccccc1 (centres undefined),-0.6%,29.6%,-2.5%,-9.8%,-22.4%,-0.9,18.1%,-10.4%,10.3%
COc1cc2c(cc1OC)-c1cc(NC3CC3)nc(=O)n1CC2,9.9%,21.6%,2.9%,-0.1%,-17.9%,10.5,-7.3%,-7.2%,7.7%
COc1ccc(C(C)=O)cc1CN(c1ccccc1OC)S(=O)(=O)c1cccs1,0.3%,-4.5%,20.0%,i,-14.3%,2.6,-8.1%,-3.4%,4.9%
CCc1nc(NCCN)c(C#N)c2c1CSC(C)(C)C2,17.5%,10.4%,8.1%,-7.6%,-15.5%,1.1,-10.8%,-1.2%[57.1 µM],4.8%
COc1cccc(NC(=O)C(=O)NCC(c2cccnc2)N2CCN(c3ccccc3)CC2)c1 (centres undefined),-9.3%,43.3%[activator],20.4%,-2.3%,-12.6%,-4.8,8.6%,-16.9%,0.0%

# Looked up one by one from the entries so far:
SMILES,TrxR1 substrate,HP1b chromo inh,Pin1 inhibitor,Tb PGK inh,USP1-UAF1 inh,PI4K2A block,GLS inhibitor,rTrxR1 inhibitor,IDH1 R132H inh
C[C@H](CO)N1C[C@H](C)[C@@H](CN(C)C(=O)Nc2ccccc2)Oc2ccc(NS(=O)(=O)c3ccccc3)cc2C1=O,-5.2%,52.1%[activator],-8.4%,i,-19.6%,6.0,3.4%,-11.3%,9.5%
CCOC(=O)c1c(C)[nH]c(C)c1S(=O)(=O)N1CCC(C(=O)NCc2cccc(C)c2)CC1,-2.3%[57.1 µM],1.2%,3.1%,3.8%,1.8%,-3.0,4.5%,4.3%[57.1 µM],-7.3%
O=C(COC(=O)Cc1ccccc1F)NNC(=O)c1ccc([N+](=O)[O-])cc1,-1.2%,-0.3%,-5.8%,-9.0%,-5.8%,2.7,19.3%,14.1%,7.6%
Cc1cc(NC(=O)CSCC(=O)OCC(=O)c2cccc(Br)c2)no1,4.7%,7.9%,4.4%,i,-8.4%,-5.2,-0.7%,5.7%,-7.0%
O=S(=O)(/C=C/c1ccccc1)N1CCOCC1,0.9%,33.7%[activator],1.8%,-8.3%,-20.0%,7.7,-13.4%,21.4%,5.4%
